Source: PubChem
RXFP1 antagonist: RXFP1 (human) relaxin receptor antagonism | Q9HBX9 | HEK293-RXFP1, relaxin-stimulated cAMP HTRF, 30 min; stronger effect = lower value | activity change, negative = inhibition, % at 57.5 µM | 350,000 compounds, 0.59% hits | AID 1259400;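 active = activity change of -60% or lower, but not beyond a set lower limit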; also: % is scaled to controls: 0 for no effect and ±100 for the full control effect
D1 antag: blocks dopamine activation of the human D1 receptor; HEK293 TREx D1 cells, calcium flux, dopamine EC80; stronger effect = lower value; activity change, negative = inhibition, % at 10 µM; P21728; 360,000 compounds, 3.2% hits; in the data active = activity change below about -30%; also: % is scaled to controls: 0 for no effect and ±100 for the full control effect
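Inducible Hek293 Trex D1 cells (tetracycline, overnight, 30 C). Calcium dye 30–90 min RT. Antagonist mode: EC80 dopamine added after 180 s compound read.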
D1 agonist: human D1 receptor agonism; P21728; HEK293 T-REx D1 cells, calcium flux, agonist mode; activation, % at 2 µM; 360,000 compounds, 1% hits; AID 504660; also: 0% is about no effect
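Inducible HEK293 T-REx D1 cells, force-coupled to calcium signalling, were plated at 4000 cells/well with tetracycline and held overnight at 30 C. After no-wash calcium dye loading, compound-evoked calcium rise over 180 s flagged agonists.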
D1 potentiator: potentiators of human D1 dopamine receptor; 360,000 compounds, 0.036% hits; HEK293 TREx D1 cells, calcium flux, dopamine EC20 potentiation; P21728; potentiation, % at 10 µM; in the data active = potentiation above about 30%; also: 0% is about no effect
D2 antag: antagonists of human D2 dopamine receptor | P14416 | HEK293 TREx D2 cells, calcium flux, dopamine EC80 | inhibition, % at 10 µM | 340,000 compounds, 2% hits | AID 485344; in the data active = inhibition above about 30%; also: 0% is about no effect
Target sequence (P14416 whole entry, looked up): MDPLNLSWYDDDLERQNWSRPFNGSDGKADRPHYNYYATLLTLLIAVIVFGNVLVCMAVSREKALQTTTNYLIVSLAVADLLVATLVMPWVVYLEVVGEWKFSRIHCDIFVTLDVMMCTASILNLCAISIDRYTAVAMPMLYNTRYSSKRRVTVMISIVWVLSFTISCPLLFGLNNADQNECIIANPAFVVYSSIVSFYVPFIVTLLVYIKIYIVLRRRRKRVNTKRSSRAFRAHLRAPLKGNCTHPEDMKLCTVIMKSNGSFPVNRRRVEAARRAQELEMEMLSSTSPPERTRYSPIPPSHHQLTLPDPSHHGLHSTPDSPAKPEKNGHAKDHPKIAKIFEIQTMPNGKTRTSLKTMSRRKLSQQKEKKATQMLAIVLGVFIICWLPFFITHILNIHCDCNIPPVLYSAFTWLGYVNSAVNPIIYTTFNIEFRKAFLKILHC
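In this primary screen, negative modulation is detected by tracking calcium flux after an EC80 dopamine challenge in inducible HEK293 T-REx D2 cells preexposed to test compound for 180 s.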
D2 PAM: D2 dopamine receptor (human) potentiation; P14416; HEK293 T-REx D2, calcium flux, EC20 dopamine potentiation; potentiation, % at 10 µM; 340,000 compounds, 0.34% hits; AID 485347;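 active = potentiation over 3 SD above the plate norm, cut at about 30% in these data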; also: 0% is about no effect
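Tetracycline-induced Hek293 Trex D2 cells, force-coupled to calcium, loaded with no-wash calcium dye. Compound added with 180 s kinetic read for agonism, then EC20 dopamine and a further 180 s read for potentiation.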
D2 ag: D2 dopamine receptor (human) agonism; P14416; HEK293 T-REx D2 cells, calcium flux agonist mode; activation, % at 2 µM; 340,000 compounds, 0.53% hits; AID 485358;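 active = activation over 3 SD above normal in the single-dose calcium agonist read, cut at about 30% in these data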; also: 0% is about no effect
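Calcium-flux readout, 1 cycle/sec over 180 s following compound pin transfer, in inducible HEK293 Trex D2 cells (force-coupled); dopamine controls included. Positive calcium responses during this window marked compounds as potential agonists.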
TRHR ag: TRH receptor (human) agonism; TRHR cells, calcium flux fluo-8, FDSS agonist mode; 360,000 compounds, 0.18% hits; P34981; activation, % at 2 µM; also: 0% is about no effect
Target sequence (P34981 whole entry, looked up): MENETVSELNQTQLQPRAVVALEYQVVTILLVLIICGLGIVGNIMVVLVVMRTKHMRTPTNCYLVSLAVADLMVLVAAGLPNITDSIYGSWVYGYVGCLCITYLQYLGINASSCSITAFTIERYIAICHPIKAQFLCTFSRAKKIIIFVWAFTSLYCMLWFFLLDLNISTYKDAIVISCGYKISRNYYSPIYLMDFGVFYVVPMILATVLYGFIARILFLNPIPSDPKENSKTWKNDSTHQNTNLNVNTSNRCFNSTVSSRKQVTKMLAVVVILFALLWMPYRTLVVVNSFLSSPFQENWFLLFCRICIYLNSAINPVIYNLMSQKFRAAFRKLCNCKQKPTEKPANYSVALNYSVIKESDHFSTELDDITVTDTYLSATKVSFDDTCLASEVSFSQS
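In this calcium-flux screen, cells bearing human TRHR are dye-loaded with fluo-8, baselined for 10 cycles, then exposed to library compounds; positive kinetic calcium responses during the agonist phase mark hits, with TRH as control.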
TRHR enhancer: TRH receptor (human) allosteric enhancement | TRHR cells, fluo-8 calcium fluorescence, EC20 TRH enhancement | P34981 | 360,000 compounds, 0.66% hits | enhancement, % at 2 µM; in the data active = enhancement above about 30%; also: 0% is about no effect
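Enhancer read-out: after compound pinning and an initial kinetic agonist-mode read, an EC20 of TRH (10 nM final) was injected and fluo-8 calcium signal (Ex 480/Em 530) followed at 1 s/cycle for 100 cycles in TRHR-expressing cells.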
The depositor's hits bear a star; x = not tested or not shown. Rule as the data show it, unless noted: active = activation above about 30%; inactive = the rest.

Values in the order: RXFP1 antagonist	D1 antag	D1 agonist	D1 potentiator	D2 antag	D2 PAM	D2 ag	TRHR ag	TRHR enhancer
#1 Cc1c(-c2ccccc2)n[nH]c1C(=O)NN
 : -25	4	4	-9	4	-3	2.0	-0.1	-1
#2 CCOCCc1nnc(N)s1
 : 9	4	3	-5	8	2	0.6	0.5	5
#3 CC(C)CCNC(=O)c1ccc2nc[nH]c2c1
 : -1	x	-2	-1	9	6	-0.2	0.4	-4
#4 CCCCN(CC(=O)NC1CCCC1)C(=O)C(=O)Nc1ccc2c(c1)OCCO2
 : -8	-36*	7	-10	7	5	-1.2	-1.3	7
#5 COc1ccc(C(c2c(C)[nH]n(C(N)=S)c2=O)C(C#N)C#N)cc1 (stereo not drawn)
 : 8	-25	0	-1	-13	11	0.2	-0.3	-1
#6 COc1ccc(NC(=O)C2CCCN(S(=O)(=O)c3ccc(Cl)cc3)C2)cc1OC (stereo not drawn)
 : -1	10	0	-2	7	-21	0.6	-0.8	-10
#7 Cc1ccc(NC(=O)CCC(=O)NNC(=O)Nc2cccc(Cl)c2)c(C)c1
 : 2	24	1	0	-7	0	0.0	0.5	4
#8 C/C(=N\NC(=O)c1cc(-c2cccc([N+](=O)[O-])c2)n[nH]1)c1ccccc1O
 : -28	5	0	-3	-10	-19	0.5	-0.5	8
#9 S=C(NCc1ccccc1)NCc1ccccc1
 : 0	-52*	17	2	x	x	x	-1.4	4
#10 CCOc1ccc(/C=C/C(=O)Nc2ccc3[nH]c(=O)[nH]c3c2)cc1
 : 23	1	3	-17	5	2	0.4	-0.2	-23
#11 CN(C(=O)c1ccc(NC(=O)Cc2cccc(NC(=O)C3CCN(C(=O)C4CCCCC4)CC3)c2)cc1)C1CCCC1
 : x	-4	0	-2	4	7	0.4	0.3	0
#12 COC(=O)[C@@]1(Cc2ccc(OC)cc2)[C@H]2c3cc(C(=O)N4CCCC4)n(CCc4c[nH]c5ccc(O)cc45)c3C[C@H]2CN1C(=O)c1ccccc1
 : x	-4	-3	-2	-5	5	1.2	0.1	3
#13 CC(C)CN1CCC(=O)N(CCC#N)CC1
 : x	-3	2	4	-3	0	-1.0	0.4	-1
#14 COC(=O)C1=C(C)N(CCCC(=O)O)C(=O)NC1c1cc2c(cc1[N+](=O)[O-])OCO2 (stereo not drawn)
 : x	11	1	-5	x	x	x	1.0	6
#15 COc1cc2c(C(=O)NCc3ccccn3)cn(C)c(=O)c2cc1OC
 : -2	-22	0	-1	-20	-5	-0.3	0.1	-1
#16 O=C(NCC(c1ccco1)N1CCc2ccccc21)c1c(F)cccc1F (stereo not drawn)
 : -1	7	4	-3	6	14	-0.3	0.4	-4
#17 CCCCOC(=O)c1ccc(Nc2nc3ccc(C(=O)c4ccccc4)cc3n3cnnc23)cc1
 : -15	23	-1	1	x	-3	0.2	0.0	1
#18 COc1ccc(-c2nc(CCNS(=O)(=O)c3ccc4c(c3)OCCO4)cs2)cc1
 : 1	-8	-3	1	0	1	-1.5	-0.1	-7
#19 Cc1cc(C(=O)Nn2cnnc2)ccc1[N+](=O)[O-]
 : 0	15	1	-3	-16	9	0.0	1.0	1
#20 COC(=O)c1ccccc1NC(=O)c1ccccc1N(C)S(C)(=O)=O
 : -1	2	1	1	-2	-6	0.0	0.7	-1
#21 Cc1cc(/C=N/NC(=O)C(=O)N2CCCC2)c(C)n1-c1cccc(Br)c1
 : -2	-6	3	1	-1	2	-0.8	-0.8	-5
#22 CCCN(CC(=O)Nc1ccccc1C)C(=O)c1ccc(N2CCCCCC2)c([N+](=O)[O-])c1
 : -7	5	8	-5	-7	-1	-1.2	-0.4	4
#23 Cc1ccc(NC(=O)COC(=O)c2cc(-c3cccs3)nn2-c2ccccc2)cc1[N+](=O)[O-]
 : -11	-9	1	-2	-8	-11	-0.2	-0.8	1
#24 O=C(O)c1ccc(C2(c3ccc(C(=O)O)cc3)OC(=O)c3ccccc32)cc1
 : -10	-4	4	-2	10	3	-0.5	0.8	-1
#25 O=C(CN1CCN(c2cccc(C(F)(F)F)c2)CC1)NCc1ccccc1
 : -8	-45*	2	-5	-10	-14	-0.4	-0.2	19
#26 O=C1NCCN/C1=C\C(=O)c1ccc(F)cc1
 : 6	-20	1	-4	-1	5	-0.4	0.7	2
#27 O=C(CN(c1cccc(Cl)c1)S(=O)(=O)c1ccccc1)NN=C1CCCC1
 : -1	0	0	-5	-3	4	0.7	-0.8	12
#28 Cc1c(C(=O)O)cc(C(C)(C)C)n1CCSCCO
 : -5	-2	2	0	-3	-2	0.4	-0.6	18
#29 N#C/C(=C/c1ccccc1Cl)c1nc2ccccc2c(=O)[nH]1
 : x	10	1	0	x	1	1.4	3.2	-5
#30 Cc1csc(SCC(=O)Nc2cccc(S(=O)(=O)N3CCOCC3)c2)n1
 : 11	-24	2	-4	3	2	0.2	-0.1	-8

Exported in markdown: entries from further up.
| item | Structure | RXFP1 antagonist | D1 antag | D1 agonist | D1 potentiator | D2 antag | D2 PAM | D2 ag | TRHR ag | TRHR enhancer |
| --- | --- | --- | --- | --- | --- | --- | --- | --- | --- | --- |
| 25 | O=C(CN1CCN(c2cccc(C(F)(F)F)c2)CC1)NCc1ccccc1 | -8 | -45* | 2 | -5 | -10 | -14 | -0.4 | -0.2 | 19 |
| 26 | O=C1NCCN/C1=C\C(=O)c1ccc(F)cc1 | 6 | -20 | 1 | -4 | -1 | 5 | -0.4 | 0.7 | 2 |
| 27 | O=C(CN(c1cccc(Cl)c1)S(=O)(=O)c1ccccc1)NN=C1CCCC1 | -1 | 0 | 0 | -5 | -3 | 4 | 0.7 | -0.8 | 12 |
| 28 | Cc1c(C(=O)O)cc(C(C)(C)C)n1CCSCCO | -5 | -2 | 2 | 0 | -3 | -2 | 0.4 | -0.6 | 18 |

Records 13 to 19 of the list above:
Values in the order: RXFP1 antagonist	D1 antag	D1 agonist	D1 potentiator	D2 antag	D2 PAM	D2 ag	TRHR ag	TRHR enhancer
#13 CC(C)CN1CCC(=O)N(CCC#N)CC1
 : x	-3	2	4	-3	0	-1.0	0.4	-1
#14 COC(=O)C1=C(C)N(CCCC(=O)O)C(=O)NC1c1cc2c(cc1[N+](=O)[O-])OCO2 (stereo not drawn)
 : x	11	1	-5	x	x	x	1.0	6
#15 COc1cc2c(C(=O)NCc3ccccn3)cn(C)c(=O)c2cc1OC
 : -2	-22	0	-1	-20	-5	-0.3	0.1	-1
#16 O=C(NCC(c1ccco1)N1CCc2ccccc21)c1c(F)cccc1F (stereo not drawn)
 : -1	7	4	-3	6	14	-0.3	0.4	-4
#17 CCCCOC(=O)c1ccc(Nc2nc3ccc(C(=O)c4ccccc4)cc3n3cnnc23)cc1
 : -15	23	-1	1	x	-3	0.2	0.0	1
#18 COc1ccc(-c2nc(CCNS(=O)(=O)c3ccc4c(c3)OCCO4)cs2)cc1
 : 1	-8	-3	1	0	1	-1.5	-0.1	-7
#19 Cc1cc(C(=O)Nn2cnnc2)ccc1[N+](=O)[O-]
 : 0	15	1	-3	-16	9	0.0	1.0	1

Some values from above:
For TRHR enhancer, entry 24 reads -1
For TRHR enhancer, entry 30 reads -8
For D2 PAM, entry 29 reads 1
For RXFP1 antagonist, entry 20 reads -1
For TRHR ag, entry 8 reads -0.5

Next entries:
Values in the order: RXFP1 antagonist	D1 antag	D1 agonist	D1 potentiator	D2 antag	D2 PAM	D2 ag	TRHR ag	TRHR enhancer
#31 CCC(C)(C)NC(=O)c1cc([N+](=O)[O-])ccc1N1CCCCC1
 : -21	2	2	3	-4	8	0.4	-0.4	-3
#32 Cc1nnc2sc(SCc3ccccc3)nn2c1=O
 : x	7	-1	-7	-8	-7	1.0	0.1	34*
#33 C=C1CCC2[C@](C)(CO[C@@H]3O[C@H](CO)[C@@H](O)[C@H](O)[C@H]3O)CCC[C@@]2(C)[C@@H]1CCC1=CCOC1=O (stereo partly drawn)
 : -1	-21	1	-5	18	-6	0.6	0.3	-11
#34 COc1ccc(NC(=O)CN(C)CC(=O)Nc2cccc(F)c2)cc1Cl
 : -25	-11	6	-7	11	-3	0.5	0.4	0
#35 CCc1ccc(NC(=O)CCCNC(=O)Cn2cnc3sc(C)c(C)c3c2=O)cc1
 : -2	2	2	2	-8	-2	1.5	0.0	0
#36 COc1ccc(Cn2c(C(=O)O)c(CNCCc3ccco3)c3ccc(OC)cc32)cc1
 : x	13	2	-4	x	4	-0.7	0.6	-5
#37 CC(C)c1ccc(NC(=S)NCc2cccs2)cc1
 : -24	-9	6	-8	-5	-3	0.0	-0.3	-3
#38 CC(C)(C)SCCNC(=O)CSCc1ccc([N+](=O)[O-])cc1
 : 6	-21	5	-1	-3	-9	0.2	0.9	-14
#39 Cc1cccc(Cn2c(C(C)(C)C)cc3cccnc32)c1
 : -7	-2	9	-2	45*	-5	-0.2	0.0	-1
#40 CCC1Oc2ccccc2N(CC(=O)NCCCN2CCCCC2C)C1=O (stereo not drawn)
 : 10	8	-1	2	x	-8	x	0.3	18
#41 O=C(Cn1cc(C(=O)c2ccco2)c2ccccc21)NCc1ccco1
 : 7	-2	2	3	2	-2	-0.8	-0.9	-6
#42 O=C(Nc1ccc2c(c1)OCO2)C1CCCN1C(=O)Nc1ccccc1 (stereo not drawn)
 : 7	3	1	-2	-8	-3	0.6	-0.7	1
#43 COc1ccc(S(=O)(=O)Nc2cccc(-c3ccc4nncn4n3)c2)cc1F
 : 4	-2	1	1	1	6	1.3	-0.3	6
#44 CN(C)CCCN=Cc1c(O)n(Cc2ccccc2)c(=O)c2ccccc12
 : -11	6	7	-5	1	-4	1.2	1.7	-3
#45 COc1ccc(C(CNC(=O)c2cc(C)oc2C)N2CCOCC2)cc1 (stereo not drawn)
 : -9	-4	5	-1	-2	7	0.3	0.6	8
#46 Cc1ccc(-c2cnc(C3CC3)o2)cc1S(=O)(=O)Nc1cccc(C#N)c1
 : 3	4	19	0	x	4	x	-1.4	9
#47 NCC(O)CN1CCN(Cc2ccccc2)CC1 (stereo not drawn)
 : 4	3	1	-6	14	-23	0.4	0.9	6
#48 CCn1c(O)c(N=Nc2ccc(Cl)c(C(=O)O)c2)c2ccccc21
 : -16	6	6	-7	6	2	1.0	1.9	-4
